Source: PubChem BioAssay (Broad Institute)
TcdB GH inh = inhibitors of Clostridioides difficile toxin B glycohydrolase. 350,000 compounds, 0.24% hits. TcdB glycohydrolase enzymatic assay, plate reader. P18177. inhibition, % at 9.99 µM; in the data active = inhibition above about 10%
Target sequence (P18177 whole entry, looked up): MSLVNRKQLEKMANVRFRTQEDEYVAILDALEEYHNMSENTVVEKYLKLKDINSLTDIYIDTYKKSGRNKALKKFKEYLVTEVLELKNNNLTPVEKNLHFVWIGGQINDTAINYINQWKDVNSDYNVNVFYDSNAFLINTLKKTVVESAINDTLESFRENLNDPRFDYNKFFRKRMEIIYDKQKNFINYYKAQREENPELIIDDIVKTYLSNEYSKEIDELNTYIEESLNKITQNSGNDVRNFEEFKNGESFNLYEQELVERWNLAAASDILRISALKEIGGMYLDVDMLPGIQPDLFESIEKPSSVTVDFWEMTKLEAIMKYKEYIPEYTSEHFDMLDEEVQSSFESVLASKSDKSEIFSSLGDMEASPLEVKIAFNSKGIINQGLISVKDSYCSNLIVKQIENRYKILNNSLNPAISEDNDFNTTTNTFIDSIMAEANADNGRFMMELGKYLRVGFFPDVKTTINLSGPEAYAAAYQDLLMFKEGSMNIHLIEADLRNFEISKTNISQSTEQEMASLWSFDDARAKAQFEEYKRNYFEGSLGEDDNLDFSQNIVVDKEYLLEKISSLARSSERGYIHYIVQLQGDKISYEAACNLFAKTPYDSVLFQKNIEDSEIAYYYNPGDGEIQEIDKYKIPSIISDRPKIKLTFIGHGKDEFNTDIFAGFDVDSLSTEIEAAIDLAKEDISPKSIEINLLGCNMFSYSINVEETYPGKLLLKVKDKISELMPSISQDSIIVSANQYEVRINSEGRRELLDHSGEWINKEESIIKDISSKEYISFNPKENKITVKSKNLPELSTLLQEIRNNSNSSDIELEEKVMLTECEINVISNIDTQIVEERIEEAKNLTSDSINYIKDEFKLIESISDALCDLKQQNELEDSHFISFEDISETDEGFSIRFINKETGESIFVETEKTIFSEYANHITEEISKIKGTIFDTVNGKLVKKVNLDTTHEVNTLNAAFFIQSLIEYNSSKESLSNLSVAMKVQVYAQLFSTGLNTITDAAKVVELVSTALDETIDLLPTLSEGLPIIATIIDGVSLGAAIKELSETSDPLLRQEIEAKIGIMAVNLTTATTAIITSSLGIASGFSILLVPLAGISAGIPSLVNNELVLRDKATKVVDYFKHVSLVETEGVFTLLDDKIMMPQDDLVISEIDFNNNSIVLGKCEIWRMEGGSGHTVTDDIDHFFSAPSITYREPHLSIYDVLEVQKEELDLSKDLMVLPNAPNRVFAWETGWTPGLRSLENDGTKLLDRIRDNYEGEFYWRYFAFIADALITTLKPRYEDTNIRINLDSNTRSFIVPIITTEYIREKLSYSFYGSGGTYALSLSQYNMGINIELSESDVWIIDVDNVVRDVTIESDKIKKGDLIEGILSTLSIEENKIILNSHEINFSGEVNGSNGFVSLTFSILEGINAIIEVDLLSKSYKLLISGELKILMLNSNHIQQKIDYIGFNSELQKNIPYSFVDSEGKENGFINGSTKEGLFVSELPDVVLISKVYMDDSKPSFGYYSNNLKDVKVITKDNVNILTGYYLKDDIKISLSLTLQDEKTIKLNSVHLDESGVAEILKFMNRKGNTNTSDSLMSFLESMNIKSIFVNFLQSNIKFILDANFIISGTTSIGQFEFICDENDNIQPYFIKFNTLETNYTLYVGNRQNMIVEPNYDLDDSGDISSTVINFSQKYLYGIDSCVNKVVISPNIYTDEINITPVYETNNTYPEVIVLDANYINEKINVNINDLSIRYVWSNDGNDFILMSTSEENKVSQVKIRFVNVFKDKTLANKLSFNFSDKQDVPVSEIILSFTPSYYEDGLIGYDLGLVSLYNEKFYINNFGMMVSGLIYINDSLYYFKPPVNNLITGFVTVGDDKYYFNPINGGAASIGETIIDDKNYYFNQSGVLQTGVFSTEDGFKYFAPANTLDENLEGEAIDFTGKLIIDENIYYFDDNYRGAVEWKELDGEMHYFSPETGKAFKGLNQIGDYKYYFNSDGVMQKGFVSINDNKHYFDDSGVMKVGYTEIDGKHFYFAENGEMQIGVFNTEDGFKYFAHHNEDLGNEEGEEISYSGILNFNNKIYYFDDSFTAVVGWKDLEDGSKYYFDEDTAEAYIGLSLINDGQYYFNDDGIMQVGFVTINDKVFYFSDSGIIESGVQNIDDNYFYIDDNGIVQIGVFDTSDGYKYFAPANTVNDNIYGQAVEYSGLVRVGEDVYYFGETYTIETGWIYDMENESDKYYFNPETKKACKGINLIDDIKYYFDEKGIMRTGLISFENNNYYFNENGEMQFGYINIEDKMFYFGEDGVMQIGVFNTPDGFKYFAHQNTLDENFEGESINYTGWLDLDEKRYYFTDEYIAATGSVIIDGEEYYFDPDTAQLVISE
Numbers without * were called inactive; & = joins results of further samples. This is a subset. The share of hits here may be higher or lower than overall.

SMILES	TcdB GH inh
C[C@@H]1CN([C@@H](C)CO)C(=O)c2cccc(N(C)C)c2O[C@@H]1CN(C)C(=O)Nc1ccc2c(c1)OCO2	-1.4
CN1CCN(C(=O)C[C@H]2CC[C@H]3[C@@H](COC[C@H](O)CN3C(=O)Cc3ccccc3)O2)CC1	-0.2
C[C@@H]1CN([C@@H](C)CO)C(=O)c2cc(NC(=O)Nc3ccccc3)ccc2O[C@@H](C)CCCCO[C@H]1CN(C)C(=O)Cc1ccccc1	-1.1
C[C@@H]1CCCCO[C@@H](CN(C)C)[C@@H](C)CN([C@H](C)CO)C(=O)c2cc(NC(=O)CCCCCC(=O)Nc3ccccc3N)ccc2O1	-0.5
CCCN(C)C[C@@H]1Oc2cc(/C=C/c3ccccc3)ccc2S(=O)(=O)N([C@@H](C)CO)C[C@@H]1C	1.3
CC(C)C#Cc1cnc2c(c1)C(=O)N([C@@H](C)CO)C[C@@H](C)[C@H](CN(C)C(=O)CCN1CCCCC1)O2	0.0
CCCNC(=O)[C@@H]1[C@@H](CO)[C@@H]2Cn3c(ccc(/C=C/c4ccccc4)c3=O)[C@H]1N2C(=O)c1cccnc1	-8.3
O=C(C[C@@H]1CC[C@@H]2[C@H](COC[C@H](O)CN2C(=O)Nc2ccc(Cl)cc2)O1)NCc1ccncn1	-1.9
CN(C)C(=O)C[C@H]1CC[C@H]2[C@@H](COC[C@H](O)CN2CC2CCCCC2)O1	0.7
CN(C)C(=O)c1cccc(-c2ccc([C@@H]3[C@@H](CO)N4C(=O)CNC[C@@H]34)cc2)c1	2.1
C[C@@H](NC(=O)C[C@H]1C[C@@H]2c3cc(NC(=O)CN(C)C)ccc3O[C@@H]2[C@H](CO)O1)c1ccccc1	-2.1
O=C(Cc1ccccc1)N1CCCCN2[C@H](CO)[C@H](c3ccc(C#CC4(O)CCCC4)cc3)[C@@H]2C1	0.3
CC(C)CC#Cc1ccc2c(c1)O[C@@H](CN(C)CC1CCOCC1)[C@H](C)CN([C@H](C)CO)S2(=O)=O	0.7
O=C(c1cnccn1)N1C[C@@H]2[C@H](c3ccccc31)[C@H](CO)N2Cc1ccccc1Cl	-0.5
C/C=C/c1ccc([C@H]2[C@@H](CO)N3CCCCN(C(=O)Cc4cccnc4)C[C@H]23)cc1	-0.2
COc1ccc(CNC(=O)C[C@H]2CC[C@H](NC(=O)Nc3ccc4c(c3)OCO4)[C@@H](CO)O2)cc1	-5.6
C/C=C/c1ccc([C@H]2[C@@H](CO)N(C(=O)COC)[C@@H]2CNC(=O)CC)cc1	0.7
C[C@H]1CN([C@@H](C)CO)C(=O)c2cc(NC(=O)Nc3cccc4ccccc34)ccc2O[C@H]1CN(C)Cc1ccncc1	0.6
C[C@@H]1CN([C@H](C)CO)C(=O)c2cc(NC(=O)C3CC3)ccc2O[C@H]1CN(C)S(=O)(=O)c1ccccc1	0.4
CC(C)NC(=O)N(C)C[C@@H]1Oc2ncc(C#Cc3ccccc3F)cc2C(=O)N([C@H](C)CO)C[C@H]1C	-1.0
COc1ccc2c3c(n(C)c2c1)[C@@H](CO)NCC31CCN(C(=O)Nc2ccccc2F)CC1	-0.1
C[C@H](CO)N1C[C@H](C)[C@H](CN(C)C(=O)Nc2ccccc2)Oc2cc(C#C[C@@H](C)O)ccc2S1(=O)=O	-0.4
C[C@@H]1CN([C@H](C)CO)C(=O)c2cc(NC(=O)C3CC3)ccc2O[C@@H]1CN(C)CC1CCCCC1	-0.5
O=C(C[C@@H]1CC[C@H](NC(=O)C2CCOCC2)[C@H](CO)O1)NCC1CC1	-0.6
CCCNC(=O)Nc1ccc2c(c1)OC[C@@H](C)N(C(C)=O)C[C@H](C)[C@@H](OC)CN(C)C2=O	0.4
COc1ccccc1C(=O)N1C[C@@H]2[C@H](c3ccccc31)[C@@H](CO)N2C(=O)Cc1ccccc1	-1.8
COCC(=O)Nc1ccc2c(c1)[C@H]1C[C@@H](CC(=O)NCCN3CCCCC3)O[C@H](CO)[C@H]1O2	-4.4
COc1ccc2c3c(n(C)c2c1)[C@@H](CO)N(C)CC31CCN(S(=O)(=O)c2cccc(F)c2)CC1	1.2
C[C@H](NC(=O)N(C)C[C@H]1OCc2ccccc2-c2ccccc2C(=O)N([C@@H](C)CO)C[C@H]1C)c1ccccc1	0.9
C[C@H]1CN([C@@H](C)CO)S(=O)(=O)c2ccc(C#Cc3ccccc3)cc2O[C@H]1CN(C)C(=O)C1CC1	0.9
CCCNC(=O)N1C[C@@H](C)[C@H](OC)CN(C)C(=O)c2ccc(NC(=O)CC)cc2OC[C@@H]1C	0.2
Cc1noc(C)c1NC(=O)N(C)C[C@@H]1Oc2c(NC(=O)Nc3ccc4c(c3)OCO4)cccc2C(=O)N([C@@H](C)CO)C[C@H]1C	0.2
COc1cccc(S(=O)(=O)N[C@@H]2CC[C@H](CC(=O)NCc3ccc(Cl)cc3)O[C@H]2CO)c1	-0.9
COc1ccc(S(=O)(=O)N[C@H]2C=C[C@@H](CC(=O)NCCc3ccncc3)O[C@H]2CO)cc1	2.6
C[C@H]1CN([C@@H](C)CO)C(=O)c2cc(C3=CCCC3)cnc2O[C@H]1CN(C)C(=O)CN(C)C	-0.8
C[C@H](CO)N1C[C@H](C)[C@@H](CN(C)Cc2ccncc2)Oc2ccc(NC(=O)c3ccncc3)cc2CC1=O	-0.6
C[C@@H]1CN([C@H](C)CO)C(=O)c2cccc(NC(=O)Nc3cccc4ccccc34)c2O[C@H]1CN(C)C(=O)Nc1ccccc1	-19
Cc1noc(C)c1S(=O)(=O)Nc1ccc2c(c1)CC(=O)N([C@H](C)CO)C[C@H](C)[C@H](CN(C)C(=O)Nc1ccccc1)O2	-0.2
COc1ccc2c3c(n(C)c2c1)[C@H](CO)N(C(=O)Nc1ccc(F)cc1)CC31CN(C(=O)Nc2c(C)noc2C)C1	1.0
Cn1cnc(S(=O)(=O)N2CCCCN3[C@H](CO)[C@H](c4ccc(C#CC5CC5)cc4)[C@@H]3C2)c1	-1.0
Cc1ccc(S(=O)(=O)N(C)C[C@@H]2Oc3ccc(N(C)C)cc3CC(=O)N([C@H](C)CO)C[C@@H]2C)cc1	-4.2
N#C[C@@H]1[C@@H](c2ccc(C#Cc3ccc(F)cc3)cc2)[C@H](CO)N1C(=O)C1CCCC1	0.5
C[C@H]1CN([C@@H](C)CO)C(=O)c2cc(C3=CCCC3)cnc2O[C@@H]1CN(C)C(=O)C1CCCCC1	-0.8
C[C@@H]1CN([C@H](C)CO)C(=O)c2cc(C#Cc3cccnc3)cnc2O[C@@H]1CN(C)Cc1ccccc1	-0.6
CN(C)C(=O)c1cccc(-c2ccc([C@@H]3[C@@H](CO)N4C(=O)CN(C(=O)C5CCCC5)C[C@H]34)cc2)c1	-0.4
CO[C@@H]1CN(C)C(=O)c2ccc(NS(=O)(=O)c3ccc(C)cc3)cc2OC[C@@H](C)N(C)C[C@H]1C	0.9
CO[C@@H]1CN(C)C(=O)c2cc(NC(=O)Nc3c(C)noc3C)ccc2OC[C@@H](C)N(C)C[C@@H]1C	1.1
COc1ccc(CN(C)C[C@@H]2OCCCC[C@@H](C)Oc3ccc(NC(=O)c4ccccc4)cc3C(=O)N([C@@H](C)CO)C[C@@H]2C)cc1	0.9
CO[C@@H]1CN(C)C(=O)c2cc(NC(=O)C3CCC3)ccc2OC[C@@H](C)N(Cc2nccs2)C[C@H]1C	0.1
C[C@@H]1CN([C@H](C)CO)C(=O)Cc2cc(NC(=O)Nc3ccc(F)cc3)ccc2O[C@@H]1CN(C)S(=O)(=O)c1ccccc1	0.9
CO[C@@H]1CN(C)C(=O)c2cc(NC(=O)c3ccc(F)cc3)ccc2OC[C@H](C)N(C(C)=O)C[C@@H]1C	-0.6
O=C(C[C@@H]1CC[C@H](NC(=O)c2cccc(F)c2)[C@H](CO)O1)NCc1ccc(Oc2ccccc2)cc1	0.6
CCNC(=O)C[C@H]1CC[C@@H]2[C@@H](COc3ccc(NC(C)=O)cc3C(=O)N2C)O1	25*
C[C@@H]1CN([C@H](C)CO)C(=O)c2cc(C3=CCCC3)cnc2O[C@H]1CN(C)C(=O)Nc1ccc(C(F)(F)F)cc1	0.5
O=C(C[C@H]1C[C@@H]2c3cc(NC(=O)C4CCOCC4)ccc3O[C@@H]2[C@H](CO)O1)NCc1ccc(Oc2ccccc2)cc1	-0.3
COc1ccc(NC(=O)Nc2ccc3c(c2)CC(=O)N([C@H](C)CO)C[C@@H](C)[C@@H](CN(C)S(=O)(=O)c2ccccc2)O3)cc1	1.3
CNC(=O)C[C@H]1CC[C@H]2[C@H](COc3ccc(NC(=O)Nc4ccc(F)cc4)cc3C(=O)N2C)O1	1.1
C[C@@H]1CN([C@@H](C)CO)C(=O)c2cc(NC(=O)Cn3cnnn3)ccc2O[C@@H]1CN(C)Cc1ccc2c(c1)OCO2	-0.1
CN(C)C(=O)c1ccc(-c2ccc(C3[C@@H]4CN(C(=O)C5CCOCC5)C[C@H]3N4)cc2)cc1 (stereo partly specified)	0.1&-0.6
COc1cccc(-c2ccc3c(c2)O[C@H](CN(C)Cc2cncnc2)[C@H](C)CN([C@@H](C)CO)S3(=O)=O)c1	0.2

Following part
SMILES	TcdB GH inh
CC(C)NC(=O)N[C@@H]1C=C[C@@H](CC(=O)NCc2ccc(Oc3ccccc3)cc2)O[C@@H]1CO	-0.1
COCC(=O)N(C)C[C@H]1Oc2cc(C#Cc3ccccc3)ccc2S(=O)(=O)N([C@H](C)CO)C[C@@H]1C	1.1
CO[C@H]1CN(C)C(=O)c2ccc(NS(C)(=O)=O)cc2OC[C@@H](C)N(C(=O)CC2CC2)C[C@@H]1C	0.2
CCC(=O)NC[C@@H]1[C@@H](c2ccc(C3=CCCCC3)cc2)[C@@H](CO)N1CC1CC1	0.0
COC(=O)C[C@H]1C[C@H]2c3cc(NC(=O)CN(C)C)ccc3O[C@H]2[C@H](CO)O1	-6.5
C[C@@H]1CN([C@H](C)CO)C(=O)c2cc(C3=CCCCC3)cnc2O[C@H]1CN(C)C(=O)Cc1ccncc1	-0.8
CO[C@H]1CN(C)C(=O)c2ccc(NC(=O)C3CCCC3)cc2OC[C@@H](C)NC[C@H]1C	0.0
C[C@@H]1CN([C@H](C)CO)C(=O)CCCn2cc(nn2)CO[C@@H]1CN(C)C(=O)Nc1ccc(F)cc1	-0.2
C[C@@H]1CN([C@H](C)CO)C(=O)CCCn2cc(nn2)CO[C@@H]1CN(C)S(=O)(=O)c1cccc(C#N)c1	0.2
O=C(O)C[C@H]1C[C@@H]2c3cc(NC(=O)Nc4ccccc4F)ccc3O[C@@H]2[C@H](CO)O1	-0.4
C[C@@H]1CN([C@H](C)CO)S(=O)(=O)c2ccc(C#CCN(C)C)cc2O[C@@H]1CN(C)C(=O)c1ccccc1F	0.7
CO[C@H]1CC[C@@H]2CCN(C)C(=O)CCCN(C)C(=O)c3cc(C#N)ccc3OC[C@@H]1O2	1.1
N#C[C@H]1[C@@H](c2ccc(-c3ccccc3F)cc2)[C@@H](CO)N1C(=O)C1CCC1	0.0
COc1ccc(S(=O)(=O)N[C@H]2CC[C@@H](CCn3cc(-c4cccc(F)c4)nn3)O[C@H]2CO)cc1	1.9
Cc1noc(C)c1NC(=O)Nc1ccc2c(c1)CC(=O)N([C@H](C)CO)C[C@@H](C)[C@H](CN(C)S(=O)(=O)c1ccc(F)cc1)O2	-1.2
C[C@H]1CN([C@@H](C)CO)C(=O)c2cc(NC(=O)NC3CCCCC3)ccc2O[C@@H]1CN(C)S(=O)(=O)c1ccc(F)cc1	1.5
COCCNC[C@@H]1[C@H](c2ccccc2)[C@H](CO)N1c1nc(C)c(C)s1	2.1
Cc1ccc(S(=O)(=O)N(C)C[C@H]2Oc3ccc(NC(=O)CCCCCC(=O)Nc4ccccc4N)cc3CC(=O)N([C@@H](C)CO)C[C@@H]2C)cc1	-0.6
Cc1ccccc1S(=O)(=O)N1CCCCN2[C@H](C1)[C@H](c1ccc(-c3cncnc3)cc1)[C@@H]2CO	0.8
C[C@@H]1CN([C@H](C)CO)C(=O)c2cc(-c3cccnc3)cnc2O[C@H]1CN(C)C(=O)Nc1ccccc1	0.2
C[C@H]1CN([C@@H](C)CO)C(=O)c2cccc(NC(=O)c3ccc(-c4nccs4)cc3)c2O[C@H]1CN(C)Cc1ccc(C(=O)Nc2ccccc2N)cc1	0.0
CCCNC(=O)N1C[C@H]2[C@@H](c3ccccc31)[C@H](CO)N2Cc1cc(F)ccc1F	-1.1
C/C=C/c1ccc([C@H]2[C@@H](CN(C)C(=O)CC)N(C(=O)NC(C)C)[C@H]2CO)cc1	0.2
COc1cccc(S(=O)(=O)N[C@@H]2CC[C@@H](CCn3cc(-c4ccccc4OC)nn3)O[C@@H]2CO)c1	0.4

A different layout for part of the listing above:
SMILES | TcdB GH inh
N#C[C@H]1[C@@H](c2ccc(-c3ccccc3F)cc2)[C@@H](CO)N1C(=O)C1CCC1 | 0.0
COc1ccc(S(=O)(=O)N[C@H]2CC[C@@H](CCn3cc(-c4cccc(F)c4)nn3)O[C@H]2CO)cc1 | 1.9
Cc1noc(C)c1NC(=O)Nc1ccc2c(c1)CC(=O)N([C@H](C)CO)C[C@@H](C)[C@H](CN(C)S(=O)(=O)c1ccc(F)cc1)O2 | -1.2
C[C@H]1CN([C@@H](C)CO)C(=O)c2cc(NC(=O)NC3CCCCC3)ccc2O[C@@H]1CN(C)S(=O)(=O)c1ccc(F)cc1 | 1.5
COCCNC[C@@H]1[C@H](c2ccccc2)[C@H](CO)N1c1nc(C)c(C)s1 | 2.1
Cc1ccc(S(=O)(=O)N(C)C[C@H]2Oc3ccc(NC(=O)CCCCCC(=O)Nc4ccccc4N)cc3CC(=O)N([C@@H](C)CO)C[C@@H]2C)cc1 | -0.6
Cc1ccccc1S(=O)(=O)N1CCCCN2[C@H](C1)[C@H](c1ccc(-c3cncnc3)cc1)[C@@H]2CO | 0.8
C[C@@H]1CN([C@H](C)CO)C(=O)c2cc(-c3cccnc3)cnc2O[C@H]1CN(C)C(=O)Nc1ccccc1 | 0.2
C[C@H]1CN([C@@H](C)CO)C(=O)c2cccc(NC(=O)c3ccc(-c4nccs4)cc3)c2O[C@H]1CN(C)Cc1ccc(C(=O)Nc2ccccc2N)cc1 | 0.0
CCCNC(=O)N1C[C@H]2[C@@H](c3ccccc31)[C@H](CO)N2Cc1cc(F)ccc1F | -1.1
C/C=C/c1ccc([C@H]2[C@@H](CN(C)C(=O)CC)N(C(=O)NC(C)C)[C@H]2CO)cc1 | 0.2
COc1cccc(S(=O)(=O)N[C@@H]2CC[C@@H](CCn3cc(-c4ccccc4OC)nn3)O[C@@H]2CO)c1 | 0.4
